High-throughput results: PubChem, National Center for Advancing Translational Sciences (NCATS)
A350 autofl: qHTS Assay for Spectroscopic Profiling in A350 Spectral Region. Compound autofluorescence, 340/450 nm, Alexa 350 dye-equivalents; hits give high values. max dye-equivalent concentration, M. 59,000 compounds, 11% hits. AID 590, 2007; in the data active means max dye-equivalent concentration above about 10 nM; inconclusive means mostly about 1.1 nM to 9.6 nM
Fluorescein fluor: qHTS Assay for Spectroscopic Profiling in Fluorescein Spectral Region; Compound autofluorescence, 480/540 nm, fluorescein-equivalent; hits give high values; max fluorescein-equivalent concentration, M; 59,000 compounds, 0.91% hits; in the data active means max fluorescein-equivalent concentration above about 10 nM; inconclusive means between about 1.1 nM and that limit
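Autofluorescence profiling; 100 mM Tris, pH 8.0; incubation 15 min at RT; ex/em 480/540 nm; result as fluorescein-equivalent concentration.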
USP2a inh: qHTS Assay for Inhibitors of Ubiquitin-specific Protease USP2a. Potency, µM (doses to about 38.3 µM), for inactives: at the highest dose activity change, negative = inhibition, usual class: inhibitors. USP2a enzymatic assay, qHTS inhibition. AID 927, 2007. 60,000 compounds, 0.1% hits. Ubiquitin carboxyl-terminal hydrolase 2 (Homo sapiens), O75604;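 further: potency means the concentration at half of the fitted maximal effect; nearly all actives have a fitted effect of over 60% in size; plate controls were DMSO for no effect and NEM full inhibition control for full effect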
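Coupled readout: USP2-cleaved Ub-PLA2 (20nM final) turns over NBD C6-HPC (20uM final), Ex 460nm/Em 535nm after 2.5 h, time-zero read flagging artifacts. Enzyme (20nM final, pH 8.0 Tris) given 30 min RT with compound first; NEM defines full inhibition.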
Caspase-1 inhib: qHTS Assay for Allosteric/Competitive Inhibitors of Caspase-1; 75,000 compounds, 0.03% hits; Caspase-1 enzyme, Ac-WEHD-AFC fluorogenic rate; AID 900, 2007; Potency, µM (series often up to 57.5 µM), inactives show at the top dose activity change, negative = inhibition, most hits filed as inhibitors; P29466;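 further: potency means the concentration at half of the fitted maximal effect; plate controls were vehicle for no effect and no substrate for full effect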
Rhodamine autofl: qHTS Assay for Spectroscopic Profiling in Rhodamine Spectral Region. max dye-equivalent concentration, M. 59,000 compounds, 0.05% hits. AID 594, 2007. Rhodamine-region fluorescence, 547/598 nm, Tris buffer; hits give high values; in the data active means max dye-equivalent concentration above about 11 nM; inconclusive means between about 1.1 nM and that limit
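Steps: pin-transfer compounds into pH 8.0 Tris (100 mM), hold 15 min at room temperature, image with a 547/598 nm filter pair, and convert intensities to rhodamine-equivalent concentration using a six-point on-plate rhodamine series.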
BRCT inh green: qHTS Assay for Inhibitors of BRCT-Phosphoprotein Interaction (Green Fluorophore) | 75,000 compounds, 0.05% hits | Potency, µM (series often up to 76.9 µM), without a hit: at the highest dose activity change, negative = inhibition, hits mostly inhibitors | AID 875, 2007 | BRCA1 BRCT-phosphopeptide binding, green fluorescence polarization;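 further: potency means the concentration at half of the fitted maximal effect; plate controls were peptide without protein for full effect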
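Fluorescence polarization: His-tagged BRCT (~35 kDa BRCA1 C-terminus, 250 nM) bound to 100 nM fluorescein-labeled phosphorylated 10-aa BACH1 peptide, pH 7.3 phosphate buffer with DTT and Tween 20. Compounds incubated 12 min at room temperature; inhibition read as lowered polarization.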
HEK293 cAMP ctrl: qHTS Assay for Agonists of the Thyroid Stimulating Hormone Receptor: Activators of Intracellular cAMP Concentrations in Parental HEK 293; parental HEK293 CNG cAMP sensor, membrane potential fluorescence; 73,000 compounds, 2.5% hits; Potency, µM (series often up to 57.1 µM), inactives show at the highest dose activation, most hits filed as activators; further: potency means the concentration at half of the fitted maximal effect; % of control where 0% means no effect; nearly all actives have a fitted effect of over 55% in size
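Parental HEK 293 cells stably expressing a cAMP-gated CNG channel were loaded with membrane potential dye containing 100 uM RO 20-1724 for 60 min. Compound added for 30 min; depolarization read as fluorescence intensity at 590 nm.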
BRCT PPI red: qHTS Assay for Inhibitors of BRCT-Phosphoprotein Interaction (Red Fluorophore); BRCT-phosphopeptide binding, red fluorescence polarization; Potency, µM (doses to about 76.9 µM), for inactives: top-dose activity change, negative = inhibition, hits mostly inhibitors; 75,000 compounds, 0.03% hits; further: on the % scale 0 is the no-effect control and ±100 the full control effect
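Fluorescence polarization: 100 nM His-tagged BRCA1 BRCT with 100 nM TAMRA-labelled phospho-BACH1 decapeptide, phosphate buffer pH 7.3 with 150 mM NaCl, DTT, 0.01% Tween 20; 12 min RT. Binding inhibition seen as FP decrease.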
TexasRed autofl: qHTS Assay for Spectroscopic Profiling in Texas Red Spectral Region; Compound fluorescence, Texas Red channel, 547/618 nm; hits give high values; max dye-equivalent concentration, M; 59,000 compounds, 0.06% hits; AID 587, 2007; in the data active means max dye-equivalent concentration above about 10 nM; inconclusive means between about 1.1 nM and that limit
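Dye-equivalent concentrations come from scaling compound signal (ex 547, em 618 nm) to six Texas Red standard concentrations run on every plate, after 15 min room-temperature incubation in pH 8.0 Tris (100 mM).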
Caspase-7 inhib: qHTS Assay for Allosteric/Competitive Inhibitors of Caspase-7 | P55210 | recombinant caspase-7, Ac-DEVD-AFC fluorescence rate | Potency, µM (highest dose often 57.5 µM), inactives show at the highest dose activity change, negative = inhibition, hits mostly inhibitors | 75,000 compounds, 0.02% hits | AID 889, 2007; active means well fitted inhibition curve with a large enough effect in the main read-out, with a control signal flat, not every such curve was filed as active; inconclusive means small, poorly fitted or top-dose-only effect, or a change in a side signal; further: potency means the concentration at half of the fitted maximal effect; % of control where 0% means no effect
4MU fluor: qHTS Assay for Spectroscopic Profiling in 4-MU Spectral Region; compound autofluorescence, 340/450 nm, 4-MU equivalents; hits give high values; max dye-equivalent concentration, M; 59,000 compounds, 11% hits; AID 589, 2007; in the data active means max dye-equivalent concentration above about 10 nM; inconclusive means mostly about 1.1 nM to 9.6 nM
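Intrinsic fluorescence at 340/450 nm (ex/em) was read after 15 min at room temperature in pH 8.0, 100 mM Tris. Each compound concentration expressed as 4-MU-equivalent concentration from a six-point 4-MU standard series on each plate.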
Numbers without * were called inactive; i = inactive; ? = inconclusive; nt = not tested or not shown; & = joins results of further samples; [ ] = remark or other dose. Unless noted, the call rests on the fitted dose curve; in most records, active means well fitted curve in the direction sought with a large enough effect; inconclusive means small, poorly fitted or top-dose-only effect, or another doubt; inactive means no such curve, though single readings can be large; an effect the other way counts as inactive or inconclusive.

SMILES	A350 autofl	Fluorescein fluor	USP2a inh	Caspase-1 inhib	Rhodamine autofl	BRCT inh green	HEK293 cAMP ctrl	BRCT PPI red	TexasRed autofl	Caspase-7 inhib	4MU fluor
O=C(C1CC2CCC1C2)N1CCN(Cc2ccc3c(c2)OCO3)CC1 (stereo unspecified)	i	i	16%	0%	i	-0.8%	19%	-0.1%	?	-2%	i
Cn1c(N2CCCCC2)nc2c1c(=O)[nH]c(=O)n2C	i	?	-3%	-1%	i	-5.0%	3%	0.3%	i	-3%	i
Cn1c(NCC2CCCO2)nc2c1c(=O)n(Cc1ccccc1)c(=O)n2C (stereo unspecified)	i	?	-3%	1%	i	-3.0%	-9%	0.5%	i	-3%	i
COc1ccc(CNC(=O)C(C)N(Cc2ccco2)C(=O)c2snc(C(N)=O)c2N)cc1 (stereo unspecified)	1.9e-07M*	?	22%	-2%	i	-0.7%	14%	-0.2%	?	-5%	1.3e-07M*
CC1CCCN(C(=O)Cn2c(=O)oc3ccccc32)C1 (stereo unspecified)	?	?	2%	0%	i	-1.7%	-4%	0.0%	i	-4%	i
COc1cccc(C2CC(c3ccccc3OC)n3ncnc3N2)c1 (stereo unspecified)	nt	nt	nt	4%	nt	-0.2%	-3%	0.1%	nt	-1%	nt
COC(=O)CC1C(C)(C)C(OC(C)=O)C2CC3=C4CC(=O)OC(c5ccoc5)[C@]4(C)CCC3[C@@]1(C)C2=O (stereo partly specified)	nt	nt	32%[activator]	1%	nt	-2.9%[3.08 µM]	nt	-0.5%	nt	0%	nt
O=S(=O)(O)[C@@H](c1ccccc1)[C@@H](O)c1ccccc1	i	?	nt	-3%[11.5 µM]	i	-2.1%[15.4 µM]	-3%[11.4 µM]	-0.7%[15.4 µM]	i	0%[11.5 µM]	i
O=C(COC(=O)c1ccc(Br)o1)Nc1ccc(S(=O)(=O)N2CCCC2)cc1	i	?	31%[activator]	-1%	i	-0.8%	1%	0.7%	i	-3%	i
CCCCN(C(=O)Cn1nnc2ccccc21)C(C(=O)NCc1ccco1)c1ccncc1 (stereo unspecified)	i	?	0%	-3%	i	0.0%	?	-0.8%	i	-6%	i
CN(C)c1ccc(CN2CCCCCC2)cc1	nt	nt	6%[7.66 µM]	0%	nt	-1.2%	5%[11.4 µM]	0.0%	nt	0%	nt
Oc1ccc(-c2nc3ncccn3c2Nc2ccc3c(c2)OCCO3)cc1	i	?	15%	2%	i	-0.1%	-40%[inhibitor]	-3.9%	i	0%	i
COc1cc2nc(=S)n3[nH]c(CCn4c(C)nc5ccccc54)nc3c2cc1OC	i	i	32%[activator]	-1%	i	-2.7%	-7%	-1.2%	i	0%	i
CCOC(=O)N1CCC(NC(=O)CCS(=O)(=O)c2ccc3c(c2)CCN3C(C)=O)CC1	i	i	3%	-1%	i	1.2%	-3%	1.3%	i	1%	i
CCOC(=O)CSc1nc(NCc2ccco2)c2ccccc2n1	i	i	5%	-2%	i	0.8%	27%	0.1%	i	0%	i
Cc1cc(C(=O)N2CCCc3ccccc32)no1	i	i	-1%	0%	i	-1.9%	4%	-0.5%	i	1%	i
CC(C)(Oc1ccc(Cl)cc1)C(=O)NCCCn1ccnc1	i	i	8%	1%	i	-4.0%	11%	-0.8%	i	1%	i
CSc1nc2ccc(S(=O)(=O)N3CCc4ccccc43)cc2s1	i	?	8%	2%	i	-3.4%	19%	-0.7%	i	-6%	i
C=CCn1c(-c2cccs2)nc2ccccc21	i	i	-8%	-2%	i	0.8%	20%	-2.6%	i	0%	i
Cc1ccc(-n2c(SCC(=O)OC(C)C)nnc2-c2ccccn2)cc1	i	?	5%	-1%	i	-3.5%	16%	-4.5%	i	0%	i
Cc1c(NC(=O)c2nn(C)c(=O)c3ccccc23)c(=O)n(-c2ccccc2)n1C	i	i	0%	5%	i	-3.2%	10%	0.4%	i	0%	i
O=C1CCN(S(=O)(=O)c2ccccc2)C2CCCCC12 (stereo unspecified)	i	i	4%	1%	i	-0.7%	?	0.9%	i	-1%	i
O=C(c1cc(-c2ccco2)on1)N1CCCc2ccccc21	i	i	35%[activator]	-3%	i	2.6%	15%	-0.1%	i	-15%	i
Clc1ccc(NCn2cncn2)nc1	nt	nt	nt	-1%	nt	1.1%	3%	-1.8%	nt	-1%	nt
CSCC[C@H](C=O)NC(=O)[C@H](CC(C)C)NC(=O)[C@H](CC(C)C)NC(C)=O	nt	nt	nt	0%	nt	0.8%	1%	0.7%	nt	2%	nt

Of the compounds above, these contain a Cl atom:
SMILES	A350 autofl	Fluorescein fluor	USP2a inh	Caspase-1 inhib	Rhodamine autofl	BRCT inh green	HEK293 cAMP ctrl	BRCT PPI red	TexasRed autofl	Caspase-7 inhib	4MU fluor
CC(C)(Oc1ccc(Cl)cc1)C(=O)NCCCn1ccnc1	i	i	8%	1%	i	-4.0%	11%	-0.8%	i	1%	i
Clc1ccc(NCn2cncn2)nc1	nt	nt	nt	-1%	nt	1.1%	3%	-1.8%	nt	-1%	nt

Structures above printed as active in 4MU fluor.
| SMILES | A350 autofl | Fluorescein fluor | USP2a inh | Caspase-1 inhib | Rhodamine autofl | BRCT inh green | BRCT PPI red | TexasRed autofl | Caspase-7 inhib | 4MU fluor |
| --- | --- | --- | --- | --- | --- | --- | --- | --- | --- | --- |
| COc1ccc(CNC(=O)C(C)N(Cc2ccco2)C(=O)c2snc(C(N)=O)c2N)cc1 (stereo unspecified) | 1.9e-07M* | ? | 22% | -2% | i | -0.7% | -0.2% | ? | -5% | 1.3e-07M* |

The listing continues.
SMILES	A350 autofl	Fluorescein fluor	USP2a inh	Caspase-1 inhib	Rhodamine autofl	BRCT inh green	HEK293 cAMP ctrl	BRCT PPI red	TexasRed autofl	Caspase-7 inhib	4MU fluor
Cc1nc(C)c(C(=O)C2=C(O)C(=O)N(CCN3CCOCC3)C2c2cccs2)s1 (stereo unspecified)	i	i	-1%	-3%	i	-0.4%	3%	-0.6%	i	-4%	i
N[C@@H](C(=O)O)c1ccc(C(=O)O)cc1	nt	nt	nt	2%&2%	nt	-1.5%&-0.6%	4%&8%	1.7%&-0.5%	nt	1%&0%	nt
CCOC(=O)c1c(NC(=O)Cc2cccs2)sc2c1CCCC2	i	i	-8%	0%	i	0.5%	15%	-1.1%	i	-3%	i
N#CC1=C(N)SC(N)=C(C#N)C1c1cccc(Oc2ccccc2)c1	nt	nt	22%	-5%	nt	7.0%	?	-0.4%	nt	-6%	nt
CSc1nc2ccc3nc(NC(=O)c4cccs4)sc3c2s1	9.9e-08M*	i	17%	1%	i	-1.6%	-6%	-0.5%	i	-1%	1.1e-07M*
CCNC(=O)CC1C(=O)N(c2cccc(OC)c2)C(=O)N1CCOC (stereo unspecified)	i	i	-6%	0%	i	-2.3%	7%	0.7%	i	-2%	i
O=C(Nc1nnc(C2CCCO2)s1)c1cccs1 (stereo unspecified)	2.9e-08M*	i	-9%	0%	i	-0.3%	-1%	-3.2%	i	-1%	2.9e-08M*
CCCc1nc2ccccc2c(C(=O)OC2CCOC2=O)c1CC (stereo unspecified)	i	?	9%	-1%	i	-1.7%	20%	2.4%	?	-2%	i
O=C(COc1ccc(F)cc1Br)N1CCc2ccccc21	i	i	-2%	0%	i	0.3%	-6%	0.8%	i	-3%	i
COc1ccc2cnn(CCOc3ccccc3)c(=O)c2c1OC	?	i	1%	0%	i	-0.6%	14%	-1.3%	?	0%	i
CCC(CC)NCc1ccc(OC)cc1OC	i	i	-5%	-5%	i	-1.3%	28%	0.7%	?	1%	i
CCC(c1nnnn1Cc1ccco1)N1CCN(C(=O)c2ccco2)CC1 (stereo unspecified)	i	i	-11%	1%	i	0.0%	13%	-0.8%	i	-2%	i
O=C1c2ccccc2C(Cc2ccnc(F)c2)(Cc2ccnc(F)c2)c2ccccc21	nt	nt	nt	-1%	nt	2.4%	0.25µM*	-0.5%	nt	1%	nt
COC(=O)Oc1nsnc1N1CCOCC1	i	i	-3%	-1%	i	-2.1%	7%	-0.6%	?	-1%	i
Cc1csc(NC(=O)C(CC(C)C)NS(=O)(=O)c2ccc3c(c2)oc(=O)n3C)n1 (stereo unspecified)	nt	nt	nt	-1%	nt	-2.6%	9%	-0.3%	nt	-1%	nt
NC(N)=NC(N)=Nc1ccccc1	?	?	-5%&-1%	1%&-1%	i	-2.3%&-4.3%	6%&14%	0.7%&2.3%	?	1%&2%	?
Cc1ccccc1OCC(=O)Nc1ccc2c(c1)OCO2	i	?	6%	2%	i	-0.8%	21%	0.3%	i	-2%	i
CCOC(=O)c1ccc(-n2c(N)c(C(=O)NCc3ccco3)sc2=S)cc1	i	i	31%[activator]	-5%	i	2.2%	-8%	-0.5%	i	-4%	i
Cc1cc(C)cc(-n2c3nc4ccccc4nc3c3c(=O)n(Cc4ccco4)cnc32)c1	5.7e-08M*	?	nt	nt	i	nt	nt	nt	i	nt	5.1e-08M*

A portion of the library; the hit share may differ from the screen's.
